Screening results as filed in PubChem.
TROY NFkB inh: inhibitors of TROY-driven NF-kB signaling, primary screen, Q293 LMP1-TROYcd cells, NF-kB luciferase, uHTS; Q293 LMP1-TROYcd NF-kB luciferase reporter, 4 h; inhibition, % at 10 µM; actives 0.98% (n = 360,000);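 active = compounds whose plate-normalised and pattern-corrected inhibition of the luciferase reporter signal at the single screening dose is 50% or more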
NCOA1 inh: SRC1 coactivator transcriptional activity inhibitors, primary screen, cell-based, luminescence; Nuclear receptor coactivator 1 (Homo sapiens), Q15788; HEK293 GAL4-SRC1 luciferase reporter; inhibition, % at 3.6 µM; actives 0.12% (n = 360,000); AID 588354, 2011;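 active = inhibition above the campaign mean plus 3 SD, with each screening campaign given its own cutoff, cut at about 60% in these data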;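 also: 0% = DMSO treated cells and 100% = gossypol at 36 µM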
NR2F2 inh: NR2F2 transcriptional activity inhibitors, primary screen, cell-based, luciferase reporter, HEK293T, luminescence; HEK293T NGFI-A luciferase reporter; inhibition, % at 8.6 µM; actives 0.7% (n = 370,000); AID 686940, 2013;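 active = inhibition above a per-plate cutoff, mean inhibition of test wells between control levels plus 3 SD, cut at about 38% in these data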;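 also: cells cotransfected with COUP-TFII expression vector driving the NGFI-A reporter; 0% = median of COUP-TF2 test wells and 100% = reporter-only cells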
NCOA2 inhibitor: inhibition of GAL4-SRC2 driven luciferase reporter, primary screen, SRC2 inhibitor project, cell-based, luminescence; Nuclear receptor coactivator 2 (Homo sapiens), Q15596; HEK293 GAL4-SRC2 luciferase reporter; inhibition, % at 9 µM; actives 0.17% (n = 370,000); AID 651957, 2012;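 active = inhibition above the mean inhibition of all tested compounds plus 3 SD, set per campaign, cut at about 52% in these data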;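 also: 0% = DMSO treated cells and 100% = cells given Gossypol at 36 µM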
TLR9-MyD88 inh: inhibitors of TLR9-MyD88 association in cells, primary screen, cell-based, CHO, BLA complementation, fluorescence. CCF4 FRET ratio. AID 504734, 2011. Toll-like receptor 9 (Homo sapiens) + Myeloid differentiation primary response protein …. inhibition, % at 4.98 µM. actives 0.21% (n = 340,000);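 active = inhibition above the mean over all tested compounds plus 3 SD, cut at about 21% in these data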;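 also: 0% = DMSO only wells and 100% = clavulanate BLA inhibitor control wells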
Target sequence (Q99836 whole entry, looked up): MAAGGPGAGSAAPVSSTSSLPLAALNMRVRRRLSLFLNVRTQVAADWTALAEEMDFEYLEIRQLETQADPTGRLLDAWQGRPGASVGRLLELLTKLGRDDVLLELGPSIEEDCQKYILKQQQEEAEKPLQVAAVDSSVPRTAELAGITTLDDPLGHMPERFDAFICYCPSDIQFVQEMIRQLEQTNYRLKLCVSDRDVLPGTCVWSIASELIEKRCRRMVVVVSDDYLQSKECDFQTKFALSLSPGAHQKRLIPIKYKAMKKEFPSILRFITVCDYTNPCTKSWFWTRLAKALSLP
Target sequence (Q9NR96 whole entry, looked up): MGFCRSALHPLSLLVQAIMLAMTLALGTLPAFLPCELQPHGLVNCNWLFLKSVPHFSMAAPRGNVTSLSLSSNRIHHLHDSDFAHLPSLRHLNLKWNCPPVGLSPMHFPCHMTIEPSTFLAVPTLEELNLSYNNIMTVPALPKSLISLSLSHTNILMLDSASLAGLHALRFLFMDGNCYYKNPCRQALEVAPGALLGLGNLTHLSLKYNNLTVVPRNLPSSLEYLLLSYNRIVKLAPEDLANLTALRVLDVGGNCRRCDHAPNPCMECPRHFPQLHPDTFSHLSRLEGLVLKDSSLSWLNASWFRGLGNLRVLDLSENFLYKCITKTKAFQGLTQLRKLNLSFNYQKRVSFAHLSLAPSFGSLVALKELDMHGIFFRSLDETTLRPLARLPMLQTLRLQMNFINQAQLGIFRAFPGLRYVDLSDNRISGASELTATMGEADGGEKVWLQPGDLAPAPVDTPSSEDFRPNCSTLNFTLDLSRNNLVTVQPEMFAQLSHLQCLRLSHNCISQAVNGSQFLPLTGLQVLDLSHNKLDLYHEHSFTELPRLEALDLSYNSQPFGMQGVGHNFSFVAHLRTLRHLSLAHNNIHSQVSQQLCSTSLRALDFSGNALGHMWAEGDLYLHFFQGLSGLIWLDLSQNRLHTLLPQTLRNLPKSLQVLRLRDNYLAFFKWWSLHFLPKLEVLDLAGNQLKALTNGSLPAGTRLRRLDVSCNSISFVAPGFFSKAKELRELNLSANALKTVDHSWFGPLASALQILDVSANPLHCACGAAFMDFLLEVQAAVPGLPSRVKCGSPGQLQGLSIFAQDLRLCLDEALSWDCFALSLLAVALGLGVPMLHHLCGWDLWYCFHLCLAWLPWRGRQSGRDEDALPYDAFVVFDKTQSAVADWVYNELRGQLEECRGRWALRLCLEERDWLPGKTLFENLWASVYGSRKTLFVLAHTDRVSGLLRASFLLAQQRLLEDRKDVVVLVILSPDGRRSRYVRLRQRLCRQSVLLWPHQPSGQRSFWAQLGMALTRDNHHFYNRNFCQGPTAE
NR5A2 inv ag: LRH-1 (NR5A2) inverse agonists, primary screen, cell-based, luminescence, HEK293T, StAR-luciferase reporter; LRH-1 transfected, 24 h; AID 602396, 2012; Nuclear receptor subfamily 5 group A member 2 (Homo sapiens), O00482; inhibition, % at 3.6 µM; actives 0.13% (n = 360,000);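 active = inhibition above the mean inhibition of all tested compounds plus 3 SD, cut at about 73% in these data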;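 also: 0% = DMSO wells and 100% = reporter-only cells lacking LRH-1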
Exocytosis inh: LAMP-1 surface exposure blockers, TALL-104 cells – cell-based, flow cytometry, MLPCN library, primary screen. TALL-104 LAMP-1 surface exposure; cells stimulated with thapsigargin and PMA. inhibition, % at 10 µM. actives 0.66% (n = 360,000);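 active = inhibition above about 55%, limit read from the data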
SRC3 inh: SRC3 coactivator transcriptional activity inhibitors, primary screen, cell-based, luminescence; HEK293 GAL4-SRC3 luciferase reporter; inhibition, % at 3.6 µM; actives 0.17% (n = 360,000); AID 588352, 2011;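 active = inhibition above a per-campaign cutoff, the mean of all compounds plus 3 SD, cut at about 60% in these data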;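 also: 0% = DMSO-treated cells and 100% = gossypol-treated cells at 36 µM; higher means less SRC3-driven luciferase light from the GAL4 reporter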
ABHD5 PLIN5 PPI: ABHD5-PLIN5 interaction inhibitors, primary screen, cell lysate, split luciferase complementation, luminescence | actives 0.78% (n = 360,000) | inhibition, % at 4 µM | Split G. princeps luciferase complementation, 4 h;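 active = inhibition above the mean inhibition across every tested compound plus 3 SD, cut at about 22% in these data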;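 also: 0% = DMSO only wells and the 100% control is not disclosed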
NOD2-RIPK2 inh: NOD2-RIPK2 binding disruptors in cells, primary screen, fluorescence, CHO cells, BLA complementation | CCF4 ratio | actives 0.38% (n = 360,000) | inhibition, % at 4.98 µM; in the data active = inhibition above about 21%;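 also: 0% = vehicle only and 100% = reference blocker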
TWEAK-Fn14 inh: inhibitors of TWEAK-Fn14 signaling, primary screen, luciferase reporter cells, uHTS; TWEAK-stimulated Fn14 reporter cells, luciferase luminescence, 8 h; inhibition, % at 10 µM; actives 2% (n = 360,000); in the data active = inhibition above about 50%
The depositor's hits bear a star; . = not tested or not shown. This is a subset (hit frequency here may not be typical).

SMILES	TROY NFkB inh	NCOA1 inh	NR2F2 inh	NCOA2 inhibitor	TLR9-MyD88 inh	NR5A2 inv ag	Exocytosis inh	SRC3 inh	ABHD5 PLIN5 PPI	NOD2-RIPK2 inh	TWEAK-Fn14 inh
COc1ccc(OCCN2CCC(C(=O)NC(c3ccc(F)cc3)c3ncccc3C)CC2)cc1 (stereo unspecified)	-4	-8	13	-1	.	4	-4	1	1	3	18
CCOc1ccc(C2CC(=O)n3nc(C45CC6CC(CC(C6)C4)C5)nc3S2)cc1OC (stereo unspecified)	4	6	3	-16	-3	-7	2	13	-3	3	5
CCOC(=O)CN(C(=O)CNC(=O)c1ccco1)C(C(=O)NC1CCCCC1)c1cccs1 (stereo unspecified)	-10	-12	-13	16	-7	-16	-6	25	0	-2	0
CC1(C)Cc2nc(N3CCCC3)c(C#N)cc2CO1	6	-4	6	12	5	0	-2	-1	3	2	-9
O=C(c1ccc(-c2ccccc2Cl)o1)N1CCN(S(=O)(=O)c2cccs2)CC1	46	-39	2	-36	-2	-16	13	-27	6	4	29
Cc1nn2c(-c3ccncc3)ccnc2c1Cl	6	-3	-12	8	9	-9	-2	-5	-2	2	-6
O=C(Nc1cccc(C(F)(F)F)c1)c1scc2c1OCCO2	-15	-10	-6	-23	-15	7	1	-12	-1	6	-38
COc1ccc(OC2(C)CCN(Cc3ccccc3OC(F)F)C2)cc1 (stereo unspecified)	0	-4	-3	6	.	4	2	-3	6	15	2
O=C(O)c1cc(S(=O)(=O)NC(Cc2c[nH]c3ccccc23)C(=O)O)ccc1Cl (stereo unspecified)	23	-4	2	-42	13	-5	-2	-15	-6	-5	14
O=C(COC(=O)C1CC1)NCCc1ccc(Cl)cc1	0	8	10	-15	-3	42	-2	15	-4	-6	-8
O=C(NCC1CCCO1)c1nn2c(C(F)(F)F)cc(-c3cccs3)nc2c1Cl (stereo unspecified)	-24	-8	-14	-32	-3	-6	-7	9	3	-6	10
CC(=O)c1ccc(Oc2ncnc3sccc23)cc1	-10	-36	-19	-82	-10	-63	-4	-50	0	-5	11
O=C(COc1ccc(S(=O)(=O)N2CCOCC2)cc1)N1CCCCCC1	11	4	-3	-8	5	-4	-3	6	-7	-2	-18
O=C(COc1cccc2cccnc12)NCc1cccs1	5	-12	11	15	-10	-9	-1	6	2	-6	-17
CC(OC(=O)c1nsc(Cl)c1Cl)C(=O)NC1CCCCC1 (stereo unspecified)	12	10	0	-19	-4	-5	10	4	19	1	-1
COc1ccc(-c2[nH]c(-c3ccc(C)cc3)nc2SCC(=O)Nc2nccs2)cc1	11	-10	-5	-15	9	5	3	22	-15	1	17
O=C(Cc1ccccc1)NCC(=O)N/N=C/c1cccs1	-8	-9	-17	-12	-5	8	0	5	9	3	14
COc1cccc(CSc2nnc(CSc3nc4nc(C)cc(C)n4n3)s2)c1	1	-24	11	6	-6	-14	-19	5	5	-1	-15
CC(C)[C@H](CO)NC(=O)[C@H]1O[C@@H](n2ccc(=O)[nH]c2=O)[C@H](O)[C@@H]1O	-1	1	-3	-24	.	10	1	16	-12	-11	-3
CCO[C@H]1OC(C(=O)N2CCOCC2)=C[C@@H](c2cn(C(C)=O)c3ccccc23)[C@@H]1CCCO	-5	6	-16	-32	-34	-8	-6	13	7	0	-12
O=c1oc2ccccc2cc1-c1csc(Nc2ccc(O)cc2)n1	-2	-86	-50	-23	5	-46	2	-57	2	20	83*
O=C(Nc1cccnc1)C1CC(=O)N(c2ccc(F)cc2)C1 (stereo unspecified)	-12	5	2	1	-12	2	-16	4	-6	-6	-7
Cc1ccc(S(=O)(=O)N2CCN(Cc3cc(=O)n4ccccc4n3)CC2)cc1C	0	0	18	3	-6	14	-1	18	10	-12	6
CCOC(=O)CSc1cc(C)c(C#N)c2nc3ccccc3n12	-8	10	-15	-7	12	-1	6	4	-6	1	-15
O=C1c2ccccc2C(c2nnnn2C2CCCCC2)N1CCc1ccc(O)cc1 (stereo unspecified)	-3	.	13	19	.	4	-2	.	3	-7	-5
O=C(NCCc1ccccc1)Nc1nnc([C@@H]2C[C@H](O)[C@@H](CO)O2)s1	-13	-2	-7	-13	.	-6	-3	-6	1	-7	8
CC(C)(C)c1ccc(-c2nnc(SCC(=O)c3ccc4c(c3)OCCO4)o2)cc1	.	6	1	-33	-5	11	-3	-4	3	1	2
CCc1ccc(N2CC(C(=O)Nc3ccc(F)cc3)CC2=O)cc1 (stereo unspecified)	-25	4	3	-12	0	15	-5	5	-3	1	3
Cc1cc(NCCc2ccc(Cl)cc2)n2ncnc2n1	2	-4	-10	-3	-4	-8	-1	0	1	-15	-2
COc1ccc(N2CCN(S(=O)(=O)c3ccc(C(=O)NCc4ccco4)cc3)CC2)cc1	26	-1	3	17	-1	15	1	0	-5	-12	12
CCOc1cc(C(=S)N2CCOCC2)ccc1OC(=O)c1cc(OC)c(OC)c(OC)c1	11	10	-9	-45	1	7	-23	-18	4	-6	2
NC(N)=NN=C1c2ccccc2-c2ccccc21	16	0	3	-13	-1	10	-19	2	-3	-9	-4
CCn1c(SCc2ccc(Cl)cc2)nnc1-c1ccccc1	-16	5	-9	13	6	12	0	3	0	-6	13
Cc1ccc(-c2csc(-c3c[nH]c4ccccc34)n2)c(C)c1	-20	-58	-21	-48	4	-39	-3	-28	-20	12	8
Cc1nn(Cc2ccccc2)c2c1C(c1cccnc1)C(C#N)=C(N)O2 (stereo unspecified)	-10	-9	8	-8	-6	1	7	-2	2	0	-2
CC(C)[C@H](NC(=O)[C@@H]1Cc2c([nH]c3ccccc23)C2c3ccccc3C(=O)N21)C(=O)N1CCC[C@@H]1C(=O)O (stereo partly specified)	-14	3	-5	-4	-1	14	1	12	0	-1	13
Cc1cccn2c(=O)c3cc(C(=O)NCCCn4ccnc4)n(C)c3nc12	11	5	8	-14	1	-14	5	-5	-2	3	-8
O=C1CCCc2c1cc(C(=O)Nc1ccc(Br)cn1)c(=O)n2-c1ccccc1	-12	-16	15	-14	-4	3	1	-25	-17	-4	-30
O=C(NCCc1ccccc1)C1CCC(=O)N1C1CCCC1 (stereo unspecified)	8	15	9	13	-8	4	15	-8	3	-5	7
COc1cc(C2C(C#N)=C(N)Oc3n[nH]c(C)c32)cc2c1OCO2 (stereo unspecified)	4	3	7	-21	-8	14	9	-21	-13	-5	0
Cc1ccc(S(=O)(=O)N2CCC(=O)N(CCOCc3ccc(C(F)(F)F)cc3)CC2)cc1	11	11	51*	14	-3	18	-1	11	-7	-2	37
CCNC(=O)COC(=O)c1cc(-c2ccc(OC)cc2)nc2ccccc12	-61	-11	-16	-22	7	-17	0	-34	-1	2	-27
CCCS(=O)(=O)C(=C(Nc1ccc(OC)cc1)Nc1ccc(OC)cc1)S(=O)(=O)CCC	-6	5	5	-13	-2	12	-1	8	-5	4	8
CCOC(=O)Oc1ccc2oc(C)c(C(=O)OCCOC)c2c1	-26	-30	-6	-8	5	-13	2	-23	0	-8	8
